BLM helicase inh: blocks DNA unwinding by human BLM helicase; Potency, µM (doses to about 56.1 µM), without a hit: at the top dose activity change, negative = inhibition, usual class: inhibitors; recombinant BLM DNA unwinding, fluorescence dequenching; P54132; hit rate 0.2% among 350,000;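 also: potency is read from the fitted curve at half-maximal effect; plate controls were vehicle for no effect and no enzyme for full effect; nearly all actives have a fitted effect of over 35% in size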
APEX1 inh: inhibitors of human APE1 endonuclease | Potency, µM (titrated, usually from 65.8 µM), inactives show at the highest dose activity change, negative = inhibition, actives largely listed as inhibitors | hit rate 0.35% among 350,000 | P27695 | recombinant APE1, TAMRA/BHQ-2 abasic DNA cleavage fluorescence;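 also: potency is read from the fitted curve at half-maximal effect; plate controls were vehicle for no effect and reference inhibitor for full effect; nearly all actives have a fitted effect of over 55% in size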
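APE1 at 0.75 nM final was preincubated with compound 15 min at room temperature, then 50 nM double-stranded THF abasic-site substrate (5'-TAMRA/3'-BHQ-2) was added. Fluorescence (ex 525/em 598 nm) was read kinetically; third-minus-first read gave activity.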
Glioma ERSR ind: ER stress response induction in glioma | U87-MG GRP78 promoter luciferase reporter, 16 h | hit rate 0.02% among 420,000 | Potency, µM, for the others: top-dose activation, most hits filed as activators; also: potency is read from the fitted curve at half-maximal effect; series mostly up to about 76 µM; % of control where 0% means no effect; nearly all actives have a fitted effect of over 35% in size
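Stably transfected U87-MG human glioma cells carrying a GRP78-based luminescent sensor were seeded at 1000 cells/well, pin-dosed with compounds and incubated 16 h. Luciferase reagent was then added, and end-point luminescence was read after 10 min at room temperature.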
Pol kappa inh: inhibitors of human DNA polymerase kappa. purified Pol kappa, fluorescent DNA synthesis assay, 10 min. Potency, µM (series often up to 107 µM), inactives show at the highest dose activity, negative = inhibition, actives largely listed as inhibitors. hit rate 0.53% among 400,000. AID 588579; also: potency is read from the fitted curve at half-maximal effect; % is scaled to controls: 0 for no effect and ±100 for the full control effect
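50 nM final substrate added after 15 min RT preincubation of 10 nM Pol kappa with compound; fluorescence read at 0 and 10 min.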
Pol eta inh: DNA polymerase eta (human) inhibition; Q9Y253; recombinant Pol eta, fluorescent DNA replication assay; Potency, µM (doses to about 114 µM), without a hit: top-dose activity change, negative = inhibition, actives largely listed as inhibitors; hit rate 1.2% among 390,000; AID 588591; also: potency is read from the fitted curve at half-maximal effect; % is scaled to controls: 0 for no effect and ±100 for the full control effect
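Fluorescent replication assay: 50 nM final substrate added after a 15 min room-temperature compound preincubation with 10 nM enzyme. Signal taken at 0 min and again at 10 min.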
Apoferritin bind: binds horse apoferritin like a general anesthetic. apoferritin/1-aminoanthracene competitive binding, fluorescence. Potency, µM (top dose mostly 77.5 µM), for the others: at the top dose activity change, negative = displacement, actives largely listed as inhibitors. hit rate 0.074% among 350,000. AID 485281; also: potency is read from the fitted curve at half-maximal effect; % is scaled to controls: 0 for no effect and ±100 for the full control effect; nearly all actives have a fitted effect of over 20% in size
Target sequence (P02791 2-175 limits assumed): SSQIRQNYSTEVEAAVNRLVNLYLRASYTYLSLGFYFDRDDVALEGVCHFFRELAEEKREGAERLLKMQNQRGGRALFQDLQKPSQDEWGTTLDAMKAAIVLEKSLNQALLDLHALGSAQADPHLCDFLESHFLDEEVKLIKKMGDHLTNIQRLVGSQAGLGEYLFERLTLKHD
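In PBS, apoferritin at 10 uM is loaded with 1-AMA from a 50% saturated solution. After 10 min of compound exposure at ambient temperature, reduced 535 nm fluorescence indicates probe displacement.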
POLB inh: blocks human DNA polymerase beta activity | P06746 | Pol beta primer extension/strand displacement, fluorescence kinetic | Potency, µM (titrated, usually from 114 µM), inactives show at the top dose activity change, negative = inhibition, hits mostly inhibitors | hit rate 1.3% among 340,000 | AID 485314; also: potency is read from the fitted curve at half-maximal effect; % is scaled to controls: 0 for no effect and ±100 for the full control effect
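Kinetic readout of DNA synthesis with strand displacement by Pol beta. Compound and 10 nM enzyme sit 15 min at room temperature; 50 nM substrate starts the reaction, read immediately and at 10 min.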
Pol iota inh: inhibitors of human DNA polymerase iota; Q9UNA4; Pol iota fluorescent replication assay, 10 min; Potency, µM (top dose mostly 115 µM), inactives show at the highest dose activity, negative = inhibition, hits mostly inhibitors; hit rate 1% among 390,000; AID 588590; also: potency is read from the fitted curve at half-maximal effect
Target sequence (Q9UNA4 whole entry, looked up): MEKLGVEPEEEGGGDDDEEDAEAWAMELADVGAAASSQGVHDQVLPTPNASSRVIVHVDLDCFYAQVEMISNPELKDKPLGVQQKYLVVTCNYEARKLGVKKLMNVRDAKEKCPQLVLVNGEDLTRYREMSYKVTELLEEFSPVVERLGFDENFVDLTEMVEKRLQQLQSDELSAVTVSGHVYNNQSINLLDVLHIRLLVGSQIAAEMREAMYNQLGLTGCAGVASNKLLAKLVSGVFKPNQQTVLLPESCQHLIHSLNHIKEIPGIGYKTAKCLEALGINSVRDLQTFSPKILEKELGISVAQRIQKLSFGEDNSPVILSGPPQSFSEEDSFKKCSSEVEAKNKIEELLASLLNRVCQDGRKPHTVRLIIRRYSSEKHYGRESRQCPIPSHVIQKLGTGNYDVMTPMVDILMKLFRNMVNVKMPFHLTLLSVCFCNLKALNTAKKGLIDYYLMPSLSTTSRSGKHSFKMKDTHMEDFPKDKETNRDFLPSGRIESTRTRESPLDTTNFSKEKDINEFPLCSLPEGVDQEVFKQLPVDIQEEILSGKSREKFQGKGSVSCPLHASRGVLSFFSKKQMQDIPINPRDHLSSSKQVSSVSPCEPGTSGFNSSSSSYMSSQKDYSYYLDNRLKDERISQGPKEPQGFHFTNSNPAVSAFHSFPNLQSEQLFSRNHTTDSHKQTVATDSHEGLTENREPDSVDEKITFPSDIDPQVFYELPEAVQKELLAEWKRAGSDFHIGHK
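Fluorescent replication assay read twice, at 0 min and 10 min after adding 50 nM (final) substrate. Enzyme (10 nM) and compounds were first incubated 15 min at room temperature; enzyme-free buffer wells were negative controls.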
LDHA inh: blocks human lactate dehydrogenase A | P00338 | purified LDHA, NADH/diaphorase-resazurin fluorescence; hits give low values | activity change, % (values are at about 110 or 230 µM) | hit rate 0.15% among 480,000 | AID 1347041; in the data active = activity change below about -30%; inconclusive = mostly about -25% to -30%;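 also: plate controls were DMSO wells for no effect and wells without enzyme for full effect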
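Human LDH5 at 2 nM final in Tris HCl pH 7.4 with 0.06 mM NADH and 0.2 mM pyruvate, reacted 5 minutes at room temperature. Remaining NADH coupled via diaphorase/resazurin; resorufin fluorescence read at 0 and 20 minutes, normalized to enzyme-free and DMSO wells.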
Active calls of the source: *; ? = inconclusive; . = not tested or not shown; & = joins results of further samples; [ ] = another dose, or the depositor's remark. Unless noted, calls follow the shape of the dose curve; as a rule, active = well fitted curve in the direction sought with a large enough effect; inconclusive = small, poorly fitted or top-dose-only effect, or another doubt; inactive = no such curve, though single readings can be large; an effect the other way counts as inactive or inconclusive. A portion of the library; the hit share may differ from the screen's.

Short keys: A = BLM helicase inh; B = APEX1 inh; C = Glioma ERSR ind; D = Pol kappa inh; E = Pol eta inh; F = Apoferritin bind; G = POLB inh; H = Pol iota inh; I = LDHA inh
Cc1ccc(S(=O)(=O)NN2C(=O)/C(=C/c3cccn3C)SC2=S)cc1
  A: -3%	B: 1%	C: .	D: .	E: .	F: -16%	G: ?	H: .	I: .

COc1cc(C(=O)N2CCc3ccccc32)c([N+](=O)[O-])cc1OC
  A: -2%	B: 54%[activator]	C: -5%	D: 6%	E: -4%	F: -12%	G: 42%	H: 44%[activator]	I: 3

Cc1cc(C)cc(N(CC(=O)NCC2CCCO2)C(=O)CN2C(=O)COc3ccccc32)c1 (centres undefined)
  A: -1%	B: 10%	C: -2%	D: -2%	E: -14%	F: -2%	G: 28%	H: 3%	I: 1

CCCn1c(N/N=C\C=C\c2ccccc2)nc2c1c(=O)[nH]c(=O)n2C
  A: -9%	B: 4%	C: 8%	D: -2%	E: ?	F: -4%	G: ?	H: -48%	I: 0

CCn1c(=O)c2sccc2n(Cc2cccc(C)c2)c1=O
  A: -6%	B: 45%[activator]	C: -3%	D: -1%	E: -10%	F: -23%	G: 10%	H: 50%[activator]	I: -2

CCCCC1=C([O-])C2N=CC=CC2=[N+](c2ccccn2)C1=O (centres undefined)
  A: 0%	B: 0%	C: -4%	D: -3%	E: -16%	F: 5%	G: 21%	H: 32%[activator]	I: -1

COC(=O)CCCC1=CC2=C(c3ccccc3)C(=O)C(C)(OC(=O)C3CCCC3)C(=O)C2=CN1C1CCCCC1 (centres undefined)
  A: -13%[12.4 µM]	B: 2%[12.4 µM]	C: -4%	D: -17%	E: -15%	F: -13%	G: 11%	H: ?	I: 11

O=C(COC(=O)c1ccc(O)cc1O)Nc1ccc(Cl)cn1
  A: -2%	B: -3%	C: 2%	D: -3%	E: -12%	F: -21%	G: 29%	H: -1%	I: 3

Cc1onc(-c2ccccc2Cl)c1C(=O)Nc1cccnc1
  A: 0%	B: 6%	C: -2%	D: -8%	E: -8%	F: 3%	G: 0%	H: 3%	I: -3

Cc1ccc(NC(=O)N2CCC(C(=O)NCCC3=CCCCC3)CC2)cc1
  A: -1%	B: -1%	C: -2%	D: -16%	E: 0%	F: -5%	G: 18%	H: 25%	I: -12

CCCOc1ccc(NC(=O)CC2C(=O)N(CC)C(=S)N2Cc2cccs2)cc1 (centres undefined)
  A: -12%	B: -7%	C: -2%	D: -7%	E: -8%	F: -16%	G: -1%	H: 15%	I: -3

COc1cccc(-c2nc(N3CCN(Cc4ccccc4)CC3)c3ccccc3n2)c1O
  A: -8%&1%	B: 2%&1%	C: 8%	D: 10%	E: -7%	F: -2%&-1%	G: 7%&-11%	H: 32%[activator]	I: 0

C=CCNC(=O)/C(=C/c1cn(-c2ccccc2)nc1-c1cccc([N+](=O)[O-])c1)NC(=O)c1ccccc1
  A: -7%	B: 4%	C: -3%	D: -4%	E: -15%	F: -9%	G: -2%[57.1 µM]	H: 21%	I: -8

CC(C)OC(=O)c1cc(=O)[nH]c2ccccc12
  A: 1%	B: -1%	C: -1%	D: -6%	E: -12%	F: 2%	G: 11%	H: 22%	I: -8

CCN(CC(=O)Nc1ccccc1OC)C(=O)CN1C(=O)NC(C)(c2ccc3ccccc3c2)C1=O (centres undefined)
  A: .	B: .	C: 0%	D: 9%	E: -10%	F: .	G: .	H: 6%	I: 0

CC(=O)N1CCN(C(=O)COC(=O)CNC(=O)c2ccc(C)cc2)CC1
  A: .	B: 10%	C: -2%	D: -8%	E: 2%	F: .	G: .	H: -7%	I: -18

Cc1ccc(-n2ncc3c(NCCCn4ccnc4)ncnc32)cc1
  A: 5%	B: .	C: 1%	D: -6%[60.1 µM]	E: -5%	F: -7%	G: -1%	H: 71%[activator]	I: -13

Cc1ccc(NC(=O)CS(=O)c2ccccc2N)c(C)c1 (centres undefined)
  A: -2%	B: 16%	C: 1%	D: 5%	E: -20%	F: -15%	G: 12%	H: 62%[activator]	I: -9

O=C(Nc1ccc(NC(=O)c2ccco2)c(Cl)c1)c1cccc([N+](=O)[O-])c1
  A: -3%	B: 10%	C: -8%	D: -2%	E: -1%	F: -2%	G: 9%	H: 40%[activator]	I: -4

CC(C)C(=O)Nc1ccc(N2CCOCC2)c(S(=O)(=O)Nc2ccccc2Cl)c1
  A: .	B: 1%	C: -5%	D: -20%	E: 9%	F: .	G: .	H: 38%[activator]	I: -2

O=C1N=c2ccccc2=C1c1sc(=O)[nH]c1O
  A: -2%	B: 9%	C: -3%	D: -25%	E: -4%	F: -2%	G: 6%	H: -13%	I: -2

Cc1ccc(C(=O)N2C(CC(=O)Nc3ccc(Cl)cc3)C(=O)NC3CCCCC32)cc1 (centres undefined)
  A: -5%	B: 16%	C: 2%	D: 7%	E: -20%	F: -10%	G: 12%	H: 71%[activator]	I: -6

COc1ccccc1CN=C1Nc2ccccc2CS1
  A: -14%	B: -6%	C: -3%	D: -1%	E: -1%	F: ?	G: -3%	H: 60%[activator]	I: -12

COc1cccc(CC(=O)Nn2c(C)nc3ccccc3c2=O)c1
  A: 1%	B: 1%	C: -4%	D: -5%	E: -7%	F: 1%	G: 1%	H: 10%	I: -5

C/C(CC(=O)Nc1cc(C)ccn1)=N\NC(=O)c1cccc(C)c1
  A: -2%	B: -1%	C: -1%	D: -6%	E: -12%	F: -6%	G: 16%	H: ?	I: -1

COc1ccc(S(=O)(=O)N2CCOCC2)cc1NC(=O)CSc1n[nH]c(C(C)C)n1
  A: -1%	B: -3%	C: -3%	D: 1%	E: 1%	F: -5%	G: 9%	H: 43%[activator]	I: -7

O=C(CSc1cn(CCNC(=O)c2cccs2)c2ccccc12)NCc1ccccc1
  A: 6%	B: -7%	C: -2%	D: 5%	E: -11%	F: -5%	G: 10%	H: -12%	I: 0

CCOC(=O)C(=Cc1ccc(-c2ccsc2C(=O)OC)o1)C(=O)OCC
  A: -11%	B: -2%	C: 5%	D: -6%	E: -17%	F: -22%	G: 3%	H: -8%	I: -1

CSc1ccc(S(=O)(=O)NCc2ccccc2Cl)cc1
  A: -8%	B: 1%	C: -1%	D: -11%	E: -15%	F: -8%	G: ?	H: -5%	I: 9

CC1(C)CC(=O)C=C(c2ccc3[nH]ccc3c2)C1
  A: .	B: .	C: 8%	D: 2%	E: -16%	F: .	G: .	H: 5%	I: 0

CCc1nnc(NC(=O)c2cc3c(s2)CCCCC3)s1
  A: .	B: .	C: -2%	D: -11%	E: -6%	F: .	G: .	H: 10%	I: -3

O=C(Nc1ccc(C(=O)Oc2ccccc2)c(O)c1)c1ccco1
  A: -8%	B: ?	C: 3%	D: -7%	E: -5%	F: -12%	G: -21%	H: 18%	I: 1

N#CC(c1ccc(O)cc1)N1CCOCC1 (centres undefined)
  A: 2%	B: 3%	C: -4%	D: 1%	E: -5%	F: 4%	G: -21%	H: 25%	I: -7

O=C(COC(=O)c1ccc2c(c1)OCO2)Nc1ccccc1Cl
  A: .	B: 16%	C: 4%	D: -10%	E: 0%	F: .	G: .	H: -15%	I: -10

Cc1ccc(/C=C/C(=O)c2cc(Br)ccc2OC(=O)c2ccco2)cc1
  A: -15%	B: -9%	C: ?	D: -7%	E: ?	F: -6%	G: -6%	H: -4%	I: -4

CCOc1cc(C2C(C#N)=C(N)OC3=C2C(=O)CC(C)(C)C3)cc([N+](=O)[O-])c1O (centres undefined)
  A: -2%	B: 10%	C: -6%	D: -9%	E: 4%	F: -3%	G: 37%	H: 0%	I: 6

O=C1c2ccccc2-c2cc([N+](=O)[O-])c([N+](=O)[O-])cc21
  A: .	B: .	C: -12%	D: 0%	E: .	F: .	G: .	H: 2.2µM*	I: 20

CCN(CC)CCN1C(=O)C(=O)/C(=C(/O)c2cccc(OC)c2)C1c1ccccn1 (centres undefined)
  A: -2%	B: -6%	C: 3%	D: -2%	E: 8%	F: -9%	G: 30%	H: 18%	I: 4

OC(CON=C1c2ccccc2-c2ccccc21)CN1CCNCC1 (centres undefined)
  A: 105%[activator]	B: -5%	C: -2%	D: ?	E: -19%	F: -6%	G: -22%	H: 83%[activator]	I: -24

O=C(O)CC1(CC(=O)Nc2ccc(Br)cc2)CCCCC1
  A: 1%	B: -2%	C: -2%	D: ?	E: -12%	F: -3%	G: 5%	H: 148%[activator]	I: -7

COc1ccccc1CN1CC(C(=O)N(C)CCc2nc3ccc(F)cc3[nH]2)CCC1=O (centres undefined)
  A: 0%	B: 30%	C: -2%	D: 2%	E: -17%	F: 0%	G: 23%	H: 104%[activator]	I: -3

CCCOc1ccc(Cc2c(Cl)nc(SC)nc2N(C)C)cc1
  A: -6%	B: 1%	C: -1%	D: 1%	E: -18%	F: -11%	G: 25%	H: 10%	I: 4

O=C(c1ccc2c(=O)n3c(nc2c1)CCCCC3)N1CCN(Cc2ccccc2)CC1
  A: -3%	B: 0%	C: 0%	D: -12%	E: -10%	F: -19%	G: 1%	H: 17%	I: -11

Entries of single compounds from above.
OC(CON=C1c2ccccc2-c2ccccc21)CN1CCNCC1 (centres undefined) in the list: BLM helicase inh: 105%[activator]; APEX1 inh: -5%; Glioma ERSR ind: -2%; Pol kappa inh: ?; Pol eta inh: -19%; Apoferritin bind: -6%; POLB inh: -22%; Pol iota inh: 83%[activator]; LDHA inh: -24
Cc1ccc(/C=C/C(=O)c2cc(Br)ccc2OC(=O)c2ccco2)cc1 in the list: BLM helicase inh: -15%; APEX1 inh: -9%; Glioma ERSR ind: ?; Pol kappa inh: -7%; Pol eta inh: ?; Apoferritin bind: -6%; POLB inh: -6%; Pol iota inh: -4%; LDHA inh: -4
